eLon inh: inhibitors of E. coli Lon protease | P0A9M0 | purified E. coli Lon protease, fluorescence polarization | inhibition, % at 7.94 µM | actives 0.42% (n = 360,000) | AID 602123; in the data active means inhibition above about 13%, passing the limit was not always enough;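 further: 0% = enzyme with probe and DMSO and 100% = no enzyme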
FAS-TE inh: blocks the thioesterase domain of human fatty acid synthase | P49327 | recombinant FAS-TE, OMFH fluorogenic substrate, fluorescence endpoint | inhibition, % at 15 µM | actives 0.67% (n = 360,000) | AID 602261;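 active means compounds whose normalised, plate-corrected inhibition of enzyme fluorescence in the single-dose primary screen is 50% or more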;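 further: 0% = DMSO with enzyme and 100% = substrate without enzyme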
MsrA act: activators of bovine methionine sulfoxide reductase A; purified bovine MsrA, absorbance read-out; activation, % at 10.6 µM; actives 0.3% (n = 360,000); AID 602163; in the data active means activation above about 7.5%;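 further: 0% = vehicle and 100% = reference activator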
SKN-1 block: inhibitors of C. elegans SKN-1. C. elegans VP596 Pgst-4::GFP/RFP ratio, acrylamide-induced, 24 h. inhibition, % at 21.8 µM. actives 0.49% (n = 360,000). AID 624304;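 active means interference check ratio from 0.5 to 1.5 plus GFP to RFP signal ratio inhibition reaching or exceeding a fixed threshold, cut at about 30% in these data, passing the limit was not always enough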; further: some compounds called inactive have numbers as strong as hits
Rin1-Abl PPI inh: inhibitors of human Rin1-Abl protein interaction. P00519+Q13671. TR-FRET Rin1/Abl binding, biochemical. inhibition, % at 7.35 µM. actives 0.4% (n = 360,000). AID 588664; in the data active means inhibition above about 5%, passing the limit was not always enough
Neddylation inh: blocks human cullin neddylation. calls only at 25 µM. AID 651699. TR-FRET cullin neddylation, biochemical. actives 0.58% (n = 360,000). P61081+Q13564; in the data active means inhibition above about 36%
PABP1 MLLE inh: inhibitors of microRNA-mediated deadenylation, human PABP1 MLLE binding; GST-MLLE / FITC-PAM2 fluorescence polarization; inhibition, % at 20 µM; actives 0.36% (n = 360,000); AID 588489; in the data active means inhibition above about 35%, passing the limit was not always enough;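 further: plate controls were DMSO wells with GST-MLLE for no effect and wells lacking GST-MLLE protein for full effect; some results filed as inactive read as strong as hits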
CendR NRP1 mod: NRP-1/CendR interaction modulation | FAM-RPARPAR peptide binding to NRP-1, fluorescence polarization | inhibition, % at 25 µM | O14786 | actives 0.85% (n = 360,000);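 active means inhibition or corrected inhibition above about 18%, plus a signal ratio from 0.5 to 1.5, limit read from the data, passing the limit was not always enough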; further: strong numbers were not always called active
Target sequence (O14786 whole entry, looked up): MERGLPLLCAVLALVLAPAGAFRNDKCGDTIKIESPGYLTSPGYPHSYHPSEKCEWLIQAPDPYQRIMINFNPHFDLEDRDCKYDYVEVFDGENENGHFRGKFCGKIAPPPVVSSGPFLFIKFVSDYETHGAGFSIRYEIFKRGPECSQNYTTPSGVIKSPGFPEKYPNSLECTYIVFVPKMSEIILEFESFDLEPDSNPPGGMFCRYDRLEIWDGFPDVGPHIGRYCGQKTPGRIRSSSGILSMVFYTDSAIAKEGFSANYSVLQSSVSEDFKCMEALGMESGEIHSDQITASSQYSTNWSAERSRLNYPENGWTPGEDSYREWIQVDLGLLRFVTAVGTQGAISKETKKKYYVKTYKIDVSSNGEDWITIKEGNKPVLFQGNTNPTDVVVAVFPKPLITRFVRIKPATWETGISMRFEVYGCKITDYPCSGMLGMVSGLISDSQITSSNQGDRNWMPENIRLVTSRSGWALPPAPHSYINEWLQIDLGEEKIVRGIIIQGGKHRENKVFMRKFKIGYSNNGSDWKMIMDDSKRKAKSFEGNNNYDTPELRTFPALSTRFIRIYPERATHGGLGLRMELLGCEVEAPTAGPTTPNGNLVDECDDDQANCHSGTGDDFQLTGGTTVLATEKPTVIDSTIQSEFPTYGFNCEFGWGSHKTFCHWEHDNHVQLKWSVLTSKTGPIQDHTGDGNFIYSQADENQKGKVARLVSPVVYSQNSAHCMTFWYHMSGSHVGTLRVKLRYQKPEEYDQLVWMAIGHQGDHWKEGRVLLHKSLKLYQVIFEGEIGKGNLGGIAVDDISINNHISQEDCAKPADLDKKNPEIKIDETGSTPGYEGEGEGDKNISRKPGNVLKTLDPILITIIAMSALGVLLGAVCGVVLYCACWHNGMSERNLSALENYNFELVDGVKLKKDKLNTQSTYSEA
MT1-MMP act inh: inhibitors of human MT1-MMP activation. P50281. HT1080 RFP-PRO-GFP cells, GFP/RFP ratio fluorescence, overnight; percent of plate control window, DMSO zero. GFP/RFP ratio change, % at 20 µM. actives 0.061% (n = 360,000). AID 651647;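 active means GFP/RFP ratio change of at least 30% with cell ATP level not reduced by more than half and red fluorescence within 50% of control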; further: strong numbers were not always called active
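system = RFP-PRO-GFP reporter HT1080 cells | dosing = 20 µM single dose, 1% DMSO | timing = overnight cell settling, then overnight compound exposure, 37 °C, 5% CO2 | read-out basis = GFP/RFP fluorescence ratio | controls = DMSO and RFP-L50D-GFP cell wells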
* marks the source's active call; other numbers are inactive results; i = inactive; + = active, no number. No enrichment for hits; overall some 4% were active at least once.

entry	Molecule	eLon inh	FAS-TE inh	MsrA act	SKN-1 block	Rin1-Abl PPI inh
1	CCOC(=O)C1CCN(C(=O)c2cccnc2Oc2ccccc2)CC1	-2	-2	-2	18	-2
2	Fc1ccc(N2C(=S)SC(=Nc3ccccc3)C2=Nc2ccccc2)cc1	-8	21	-1	-15	3
3	CC(=O)Nc1ccc(S(=O)(=O)N[C@@H](C)C(=O)OCc2cc([N+](=O)[O-])cc3c2OCOC3)cc1	4	6	-6	-3	-3
4	CC1CC(C)CN(CC(C)(C)NS(=O)(=O)c2ccc(Cl)cc2)C1 (centres undefined)	8	4	-2	-6	-2
5	Cc1cccc(OCC(O)Cn2c(-n3nc(C)cc3C)nc3c2c(=O)[nH]c(=O)n3C)c1 (centres undefined)	8	-1	-1	13	0
6	CS(=O)(=O)N1CCC(C(=O)Nc2ccc(Cl)c(Cl)c2)CC1	4	2	-12	7	4
7	Cc1ccc(F)c(S(=O)(=O)NC(=O)C2(C)CCN2C(=O)CCc2cccs2)c1 (centres undefined)	-5	-8	-2	13	1
8	Cc1ccc2c(CC(=O)NNC(=O)c3ccccc3O)coc2c1	-3	2	-11	-16	2
9	CCOc1ccc(C(=O)NC(=S)NCCCN2CCOCC2)cc1	4	-5	-7	7	6
10	CCOC(=O)c1sc(-c2ccc(F)cc2)cc1NC(=O)Nc1ccccc1OC	-3	35	-1	11	-2

entry	Neddylation inh	PABP1 MLLE inh	CendR NRP1 mod	MT1-MMP act inh
1	i	-3	13	-1
2	i	-8	-1	3
3	i	-7	0	2
4	i	3	4	3
5	i	5	7	-5
6	i	2	6	5
7	i	-3	0	-4
8	i	12	-11	7
9	i	13	4	2
10	i	-4	-2	0

Other entries
entry	Molecule	eLon inh	FAS-TE inh	MsrA act	SKN-1 block	Rin1-Abl PPI inh
11	Cc1c(O)nc(SCC(=O)Nc2ccc3c4c(cccc24)CC3)n(-c2ccc(F)cc2)c1=O	-3	-6	-5	0	5
12	CCOC(=O)C1(C)C=C(Nc2ccc(O)cc2)C(=O)N1c1ccc(O)cc1 (centres undefined)	1	-5	2	10	1
13	Cc1ccc(/C=C/C(=O)N2CCN(S(=O)(=O)c3ccc(C)c(C)c3)CC2)o1	-13	7	-6	-2	-2
14	N#C/C(=C\c1ccc(-c2ccc(C(=O)O)cc2)o1)c1nc2ccccc2[nH]1	-92	30	-3	13	0
15	Cc1cc(N=Cc2cc(Br)ccc2O)no1	-1	-3	-3	-9	-1
16	O=C(NC(Cc1ccccc1)C(=O)O)OCc1ccccc1 (centres undefined)	-8	-6	-2	0	-8
17	CC(=O)c1ccc(OCC(O)CN2CCN(S(=O)(=O)c3cccc(Br)c3)CC2)cc1 (centres undefined)	-1	2	1	-2	-3
18	CCN(C(=O)COc1ncnc2sccc12)c1ccccc1	-9	-9	-2	-4	-2
19	CC[N+]1(CC)CC2=Cc3c(ccc4ccccc34)CC2C1 (centres undefined)	0	-5	1	-1	-7
20	CCc1ccc(C2CC(=O)N(c3cccc(F)c3)C3=C2C(=O)OC3)cc1 (centres undefined)	3	0	-12	4	-1

entry	Neddylation inh	PABP1 MLLE inh	CendR NRP1 mod	MT1-MMP act inh
11	i	40*	-1	1
12	i	-3	12	6
13	i	23	-6	-10
14	i	-66	135	-142
15	i	12	-4	9
16	i	-2	-16	5
17	i	-3	12	0
18	i	-14	-2	-2
19	i	14	3	15
20	i	5	27*	-4

(continued)
entry	Molecule	eLon inh	FAS-TE inh	MsrA act	SKN-1 block	Rin1-Abl PPI inh
21	Cc1ccc(NC2SC(=O)N(CC(=O)O)C2=O)cc1 (centres undefined)	-11	-6	-6	7	4
22	CC1CCC(C(=O)NC(C(=O)NCCN2CCC(C)CC2)C(C)C)CC1 (centres undefined)	-3	-2	-8	-12	5
23	O=C(Nc1ccccc1)NC1CCS(=O)(=O)C1 (centres undefined)	-2	-11	-6	-2	1
24	COc1ccc(N(CC(=O)NC2CCCC2)C(=O)CCC(=O)Nc2cc(C)on2)cc1	-7	-3	-2	7	0
25	Cn1nc(C(=O)NCC(c2cccs2)N2CCOCC2)c2ccccc2c1=O (centres undefined)	-16	-4	-3	13	3
26	CCC(CCc1ccccn1)C(=O)c1ccccc1 (centres undefined)	-14	-1	-1	-7	1
27	CCN1C(=O)CC(c2ccc(OC(C)C)cc2)C1=O (centres undefined)	2	-5	-1	6	6
28	COc1ccc(-n2nc(C(=O)NCC(=O)NC3CCCCCC3)c3ccccc3c2=O)cc1OC	-5	4	-5	-10	1
29	COc1cc(Br)cc(CNc2ccc(F)c([N+](=O)[O-])c2)c1O	7	39	-3	0	0
30	Cc1ccc(NC(=S)NCCc2c[nH]c3ccccc23)c(C)c1	2	9	-10	-7	0

entry	Neddylation inh	PABP1 MLLE inh	CendR NRP1 mod	MT1-MMP act inh
21	i	2	5	-4
22	i	10	-5	7
23	i	3	1	6
24	i	-13	0	-2
25	i	-5	27*	2
26	i	-3	-19	2
27	i	2	4	-4
28	i	8	2	1
29	i	-5	7	1
30	i	-53	-2	3

The list goes on:
entry	Molecule	eLon inh	FAS-TE inh	MsrA act	SKN-1 block	Rin1-Abl PPI inh
31	CC(C)(C)NC(=O)NC(=O)COC(=O)Cn1cnc2ccccc2c1=O	-6	2	-4	6	1
32	Cc1cc(NC(=O)CSCC(=O)Nc2nc3ccccc3s2)no1	-5	-6	-2	0	3
33	COc1ccc(C(=O)NC(C)c2ccc(-n3ccnc3)cc2)cc1[N+](=O)[O-] (centres undefined)	-1	36	-3	4	1
34	COc1ccc(-c2cc(C(=O)N3CCCC3)no2)cc1OC	4	-3	-3	1	1
35	COc1ccc(/C=C(\NC(=O)c2cccs2)C(=O)NC(C)(C)C)cc1OC	7	-3	-1	7	-2
36	CCOC(=O)c1c(NC(=O)CSc2nnc(-c3ccco3)o2)sc(C(C)=O)c1C	-1	24	-4	-20	0
37	CC1CCC(NC(=O)COC(=O)C2=NN(c3ccccc3)C(=O)CC2)CC1 (centres undefined)	-7	-5	-1	5	2
38	COc1ccc2c(c1)C1CC(C)(NC(=O)C1S(=O)(=O)c1ccc(F)cc1)O2 (centres undefined)	-2	-12	-7	-8	1
39	O=C1C=CC2(C=C1)O[C@H](Cc1ccccc1)[C@@H](Cc1ccccc1)O2	-6	7	-6	4	1
40	CC(C)NC(=O)C1CCN(C(=O)N(C)C)CC1	3	-6	-1	14	3

entry	Neddylation inh	PABP1 MLLE inh	CendR NRP1 mod	MT1-MMP act inh
31	i	-7	2	1
32	i	17	-14	-1
33	i	-8	2	-3
34	i	6	4	0
35	i	5	-2	0
36	i	-21	-34	-1
37	i	-1	0	4
38	i	-14	5	-2
39	i	11	7	-12
40	i	10	-2	1

(listing goes on)
entry	Molecule	eLon inh	FAS-TE inh	MsrA act	SKN-1 block	Rin1-Abl PPI inh
41	Cc1cc(C(=O)N/N=C/c2ccc(OCc3ccccc3)cc2)c(C)o1	-3	18	1	6	-2
42	COc1ccc(CCC(=O)NCCS(=O)(=O)N2CCN(c3ccc(OC)cc3)CC2)cc1	1	-7	-1	0	1
43	CCOC(=O)CNC(=O)CNC(=O)c1ccc(OC(C)C)cc1	-2	-7	-3	-3	-1
44	COc1cc(C(=O)NC2CCCc3c2cnn3-c2ccccc2F)cc(OC)c1OC (centres undefined)	2	-2	-9	4	1
45	Cc1ccc(NC(=O)CSc2ncn(-c3ccccc3)n2)cc1C	-6	2	-10	-8	-2
46	CCCCn1c(N)c(N(CCOC)C(=O)c2nn(CC)c(=O)c3ccccc23)c(=O)[nH]c1=O	-1	-7	-12	2	2
47	Cc1cc(C)n(CC(O)COCc2ccccc2)n1 (centres undefined)	-5	-8	-3	-14	-2
48	COc1cc(C(=O)NNC(=S)NC(=O)c2ccc(F)cc2)cc(OC)c1OC	4	-6	-4	-6	-6

entry	Neddylation inh	PABP1 MLLE inh	CendR NRP1 mod	MT1-MMP act inh
41	i	10	12	-4
42	i	-10	0	4
43	i	-19	-36	-3
44	i	4	-1	3
45	i	8	-1	-2
46	i	-12	1	12
47	i	6	-15	-4
48	+	-16	4	5

Filtered by structure, the entries above with an aryl methoxy group
entry	Molecule	eLon inh	FAS-TE inh	MsrA act	SKN-1 block	Rin1-Abl PPI inh
10	CCOC(=O)c1sc(-c2ccc(F)cc2)cc1NC(=O)Nc1ccccc1OC	-3	35	-1	11	-2
24	COc1ccc(N(CC(=O)NC2CCCC2)C(=O)CCC(=O)Nc2cc(C)on2)cc1	-7	-3	-2	7	0
28	COc1ccc(-n2nc(C(=O)NCC(=O)NC3CCCCCC3)c3ccccc3c2=O)cc1OC	-5	4	-5	-10	1
29	COc1cc(Br)cc(CNc2ccc(F)c([N+](=O)[O-])c2)c1O	7	39	-3	0	0
33	COc1ccc(C(=O)NC(C)c2ccc(-n3ccnc3)cc2)cc1[N+](=O)[O-] (centres undefined)	-1	36	-3	4	1
34	COc1ccc(-c2cc(C(=O)N3CCCC3)no2)cc1OC	4	-3	-3	1	1
35	COc1ccc(/C=C(\NC(=O)c2cccs2)C(=O)NC(C)(C)C)cc1OC	7	-3	-1	7	-2
38	COc1ccc2c(c1)C1CC(C)(NC(=O)C1S(=O)(=O)c1ccc(F)cc1)O2 (centres undefined)	-2	-12	-7	-8	1
42	COc1ccc(CCC(=O)NCCS(=O)(=O)N2CCN(c3ccc(OC)cc3)CC2)cc1	1	-7	-1	0	1
44	COc1cc(C(=O)NC2CCCc3c2cnn3-c2ccccc2F)cc(OC)c1OC (centres undefined)	2	-2	-9	4	1
48	COc1cc(C(=O)NNC(=S)NC(=O)c2ccc(F)cc2)cc(OC)c1OC	4	-6	-4	-6	-6

entry	Neddylation inh	PABP1 MLLE inh	CendR NRP1 mod	MT1-MMP act inh
10	i	-4	-2	0
24	i	-13	0	-2
28	i	8	2	1
29	i	-5	7	1
33	i	-8	2	-3
34	i	6	4	0
35	i	5	-2	0
38	i	-14	5	-2
42	i	-10	0	4
44	i	4	-1	3
48	+	-16	4	5
